Compound activity deposited in PubChem BioAssay by National Center for Advancing Translational Sciences (NCATS).
HTT cytoprotect: cytoprotection in Huntington HTT-Q103 PC12 cell model. PC12 HTT-Q103 induced, cytoprotection, ATP luminescence, 40 h. Potency, µM (top dose mostly 56.4 µM), without a hit: cytoprotection (ATP increase), most hits filed as activators. 230,000 compounds, 0.14% hits. AID 1471;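 note: potency is the fitted concentration of half-maximal effect; % of control where 0% means no effect; nearly all actives have a fitted effect of over 45% in size; toxic huntingtin expression switched on by the ecdysone agonist tebufenozide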
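ATP quantification (ATPlite) reports survival of PC12 cells in which tebufenozide, 100 nM final, switches on Htt exon 1 with 103 glutamines linked to GFP; compounds are titrated.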
CBFb-RUNX1 inh: blocks binding between human CBF-beta and RUNX1 | Potency, µM (doses to about 59.8 µM), for the others: at the top dose activity, negative = inhibition, usual class: inhibitors | AlphaScreen CBFb-His/RUNX1-biotin binding, biochemical | AID 1477 | Q01196+Q13951 | 230,000 tested, under 10 active; note: % of control where 0% means no effect
Target sequence (Q01196 whole entry, looked up): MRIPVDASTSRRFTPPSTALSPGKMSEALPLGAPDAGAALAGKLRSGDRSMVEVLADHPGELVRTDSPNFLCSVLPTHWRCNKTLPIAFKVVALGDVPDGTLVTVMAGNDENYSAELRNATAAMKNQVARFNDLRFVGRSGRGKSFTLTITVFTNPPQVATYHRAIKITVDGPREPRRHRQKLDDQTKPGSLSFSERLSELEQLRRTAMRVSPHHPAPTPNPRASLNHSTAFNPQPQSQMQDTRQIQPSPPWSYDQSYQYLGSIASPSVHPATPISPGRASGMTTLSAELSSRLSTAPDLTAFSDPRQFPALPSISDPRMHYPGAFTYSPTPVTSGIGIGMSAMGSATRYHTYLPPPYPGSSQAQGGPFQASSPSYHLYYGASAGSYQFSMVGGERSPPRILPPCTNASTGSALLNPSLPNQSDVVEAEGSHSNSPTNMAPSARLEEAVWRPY
Target sequence (Q13951 whole entry, looked up): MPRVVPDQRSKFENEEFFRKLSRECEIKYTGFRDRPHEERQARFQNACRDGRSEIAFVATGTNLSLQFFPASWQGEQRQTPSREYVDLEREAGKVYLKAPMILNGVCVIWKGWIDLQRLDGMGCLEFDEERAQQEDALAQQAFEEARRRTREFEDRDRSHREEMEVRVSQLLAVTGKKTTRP
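Interaction loss through any mechanism counts as activity. Pre-formed complex of His-CBF-beta and biotin-RUNX1 (30 nM apiece) is incubated with compound 15 min, then with 50 ng nickel and 50 ng streptavidin beads for 90 min before AlphaScreen detection.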
Lamin A splicing: modulators of lamin A splicing. HeLa LMNA splicing GFP/RFP minigene ratio, 48 h. Potency, µM (titrated, usually from 46.1 µM), for the others: top-dose ratio change, negative = inhibition, usual class: inhibitors. 200,000 compounds, 0.01% hits; active = well fitted inhibition curve with a large enough effect in the signal ratio, with a control signal flat, not every such curve was filed as active; inconclusive = small, poorly fitted or top-dose-only effect, or effect the other way, or a change in a side signal; the % refers to the signal ratio; note: potency is the fitted concentration of half-maximal effect; % is set by controls: 0 for no effect and ±100 for the full control effect
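S3 HeLa cells stably expressing lamin A-EGFP splicing minigene plus DsRed2, 600 cells/well, 48 h compound exposure at 37C. Laser-scanning cytometry; analysed as GFP (500-530 nm)/RFP (575-640 nm) total intensity ratio; 0.5% DMSO vehicle.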
Luc counter: Kinase-Glo luciferase inhibition (counter-screen); 200,000 compounds, 0.28% hits; Potency, µM (titrated, usually from 38.3 µM), for the others: at the highest dose activity change, negative = inhibition, usual class: inhibitors; AID 1379; Kinase-Glo luciferase, ATP luminescence, 8 min; Q27757; note: potency is the fitted concentration of half-maximal effect; % is set by controls: 0 for no effect and ±100 for the full control effect; nearly all actives have a fitted effect of over 60% in size
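Recombinant Kinase-Glo luciferase, 10 uM ATP (linear range), luciferin; imidazole pH 7.2 / KCl / MgCl2 / Tween / BSA buffer; 8 min RT; luminescence.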
HTT aggregate: mutant huntingtin aggregation inhibition; PC12 HttQ103-GFP aggregates, Acumen cytometry, 40 h; Potency, µM (doses to about 46.1 µM), for inactives: at the highest dose activity change, negative = inhibition, usual class: inhibitors; 220,000 compounds, 1.1% hits; AID 1688; note: potency is the fitted concentration of half-maximal effect; % is set by controls: 0 for no effect and ±100 for the full control effect; nearly all actives have a fitted effect of over 60% in size
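Read-out: GFP aggregate count by laser scanning cytometer (488 nm excitation, 500-530 nm emission, 1–25 µm objects >6 SD above background). Cells: PC12, inducible HTTex1-Q103-GFP, 100 nM tebufenozide; compounds titrated.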
SMN2 splice up: increases expression of the SMN2 splice variant | Potency, µM (highest dose often 46.1 µM), inactives show at the top dose activity change, positive = activation, actives largely listed as activators | HEK293 SMN2-luciferase splicing reporter, luminescence, 30-36 h | 210,000 compounds, 2.8% hits; note: potency is the fitted concentration of half-maximal effect; % of control where 0% means no effect; nearly all actives have a fitted effect of over 55% in size
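qHTS luciferase splicing reporter: luminescence rises when SMN2 exon 7 is included in transfected HEK293 cells. Compound exposure lasted 30-36 h at 37C, with 4.5 mM final sodium butyrate as control, followed by a ONE-Glo read.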
IMPase Li cell: IMPase inhibition in cells with lithium potentiation; CHO-M1 cells, IP1 TR-FRET (IP-One), carbachol + lithium; Potency, µM (doses to about 59.4 µM), without a hit: top-dose activity, negative = IMPase inhibition, actives largely listed as inhibitors; 210,000 compounds, 0.35% hits; AID 1457;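 note: IP1 builds up when IMPase is blocked and the TR-FRET signal falls; potency is the fitted concentration of half-maximal effect; plate controls were basal vehicle for no effect and high inhibitor control for full effect; nearly all actives have a fitted effect of over 50% in size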
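IP1 accumulation measured by competitive TR-FRET in lysed CHO-M1 cells after 30 min compound exposure at 37C, with a small lithium addition to potentiate weak responses. Hill-equation AC50 from ratio and donor-channel data.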
An asterisk follows results filed as active; ? = inconclusive; . = no result given; & = joins results of further samples; [ ] = another dose, or the depositor's remark. Unless noted, calls come from the whole dose curve; as a rule, active = well fitted curve in the direction sought with a large enough effect; inconclusive = small, poorly fitted or top-dose-only effect, or another doubt; inactive = no such curve, though single readings can be large; an effect the other way counts as inactive or inconclusive.

compound | HTT cytoprotect | CBFb-RUNX1 inh | Lamin A splicing | Luc counter | HTT aggregate | SMN2 splice up | IMPase Li cell
CC1=C(C(=O)OCc2ccccc2)C(c2cccs2)N2C(=O)CCSC2=N1 (stereo not given) | -14% | -4% | . | 3% | -9% | -35%[inhibitor] | 16%
CC(C)CCN(C(=O)Nc1ccc(Cl)cc1)C1CCN(C(C)C)CC1 | -36%[inhibitor] | 19% | . | -1% | 5% | -24% | 6%
CCOC(=O)CNC(=O)c1nn(-c2ccc(OCC)cc2)c(=O)c2ccccc12 | -5% | -3% | 0% | 0% | -5% | 35% | -10%[38.3 µM]
COc1ccc(/C=C/C(=O)Nc2ccc(C)cc2)cc1S(=O)(=O)N1CCOCC1 | 4%[10 µM] | 1% | . | . | 3%[9.22 µM] | . | .
Cc1[nH]n(-c2ccccc2)c(=O)c1/C=N/c1ccccn1 | -16% | 3% | -1% | 3% | 1% | -10% | 1%[38.3 µM]
COC(=O)c1cc2n(n1)CCN(Cc1ccc(F)cc1)C2=O | 17%[10 µM] | 3% | -3% | 2% | -1% | -24% | -1%
CC(C)N(C)C | 1% | 5%[21.7 µM] | . | . | . | -1% | -14%
O=C(NC(=S)NN1CCCCC1c1cccnc1)c1ccc(Br)cc1 (stereo not given) | 6%[10 µM] | -1% | . | . | 4%[9.22 µM] | . | .
CCOC(=O)C1(C)NC(c2ccc(OC)cc2OC)C2C(=O)N(CC)C(=O)C21 (stereo not given) | 22%[10 µM] | 0% | ? | 0% | 15%[9.22 µM] | . | 4%
COc1ccc(/C(N)=N/OC(=O)CSc2ccccc2)cc1 | -15% | ? | 4% | -7% | -17% | 27% | 33%[activator][38.3 µM]
C/C(=N/NS(=O)(=O)c1ccc(F)cc1)c1ccc(NC(=O)c2ccc(C)o2)cc1 | -27% | -8% | 0% | -5% | 1% | 23% | 14%[38.3 µM]
CC(=O)OC(C(=O)NCCN1CCOCC1)c1c(F)cccc1F (stereo not given) | 5%[10 µM] | 6% | . | . | 2%[9.22 µM] | . | -4%

Entries of single compounds, looked up by structure:
`CC(C)N(C)C` is listed as HTT cytoprotect: 1%; CBFb-RUNX1 inh: 5%[21.7 µM]; Lamin A splicing: .; Luc counter: .; HTT aggregate: .; SMN2 splice up: -1%; IMPase Li cell: -14%
`O=C(NC(=S)NN1CCCCC1c1cccnc1)c1ccc(Br)cc1` (stereo not given) is listed as HTT cytoprotect: 6%[10 µM]; CBFb-RUNX1 inh: -1%; Lamin A splicing: .; Luc counter: .; HTT aggregate: 4%[9.22 µM]; SMN2 splice up: .; IMPase Li cell: .

The main list resumes; the 2 compounds before the break are reprinted first.
compound | HTT cytoprotect | CBFb-RUNX1 inh | Lamin A splicing | Luc counter | HTT aggregate | SMN2 splice up | IMPase Li cell
C/C(=N/NS(=O)(=O)c1ccc(F)cc1)c1ccc(NC(=O)c2ccc(C)o2)cc1 | -27% | -8% | 0% | -5% | 1% | 23% | 14%[38.3 µM]
CC(=O)OC(C(=O)NCCN1CCOCC1)c1c(F)cccc1F (stereo not given) | 5%[10 µM] | 6% | . | . | 2%[9.22 µM] | . | -4%
O=C(NCc1n[nH]c(=S)n1-c1ccc(Br)cc1)c1ccc(S(=O)(=O)N2CCOCC2)cc1 | -19% | -6% | . | . | 21% | . | -8%
COC(=O)c1cc(OC)c(OC)cc1NCC(=O)Nc1cccc(C(F)(F)F)c1 | 17%[10 µM] | 12% | ? | -5% | 0% | -8% | -6%
Cc1ccccc1C(=O)c1cccn1CC(=O)NCC1CCCO1 (stereo not given) | -4% | 6% | 8% | . | 3% | . | .
Cc1ccn2c(Nc3ccccc3C)c(-c3cccnc3)nc2c1 | -65%[inhibitor] | -16% | . | -2% | ? | 26%&24% | 8%
Cc1cccc(NC(=O)C23CCC(C)(/C(=N/O)C2)C3(C)C)c1 (stereo not given) | -5% | 2% | -4% | 0% | 9% | -15% | -12%[38.3 µM]
Cc1ccccc1N/C(SCc1ccc(Cl)cc1)=C(/C#N)C(N)=O | 16%[10 µM] | -10% | ? | 2% | 32% | . | 22%
COc1ccc(/C=N/NC(=O)c2ccc(CN3c4cccc5cccc(c45)S3(=O)=O)cc2)cc1 | 8%[10 µM] | 0% | -18% | 0% | 1% | -27% | -3%
Cn1nc(OC(=O)Nc2ccc(F)cc2)cc1C(F)(F)F | -6% | 3% | 0% | 2% | 9% | -16% | 34%[activator][38.3 µM]
Cc1nc(CN(C)Cc2nc(Cc3ccccc3Cl)no2)cs1 | 11%[10 µM] | 3% | ? | -1% | 4%[9.22 µM] | 6% | 7%
CCC1Oc2ccc(C)cc2N(CC(=O)N(Cc2ccc(C)o2)C2CCCC2)C1=O (stereo not given) | 25%[1.9 µM] | -1% | -8% | 0% | ? | -17% | 21%
CCN(CC)C(=O)C1=C(C)Nc2nnnn2C1c1cccnc1 (stereo not given) | -10% | -8% | -10% | 7% | -1% | ? | 2%[38.3 µM]
CS(=O)(=O)N1CCN(c2nnc(-c3ccccc3)c3ccccc23)CC1 | -15% | 4% | -5% | -1% | -12%[9.22 µM] | 9% | 2%[38.3 µM]

6 of the entries above in order of the Lamin A splicing value, high to low.
compound | Lamin A splicing
Cc1ccccc1C(=O)c1cccn1CC(=O)NCC1CCCO1 (stereo not given) | 8%
Cc1cccc(NC(=O)C23CCC(C)(/C(=N/O)C2)C3(C)C)c1 (stereo not given) | -4%
CS(=O)(=O)N1CCN(c2nnc(-c3ccccc3)c3ccccc23)CC1 | -5%
CCC1Oc2ccc(C)cc2N(CC(=O)N(Cc2ccc(C)o2)C2CCCC2)C1=O (stereo not given) | -8%
CCN(CC)C(=O)C1=C(C)Nc2nnnn2C1c1cccnc1 (stereo not given) | -10%
COc1ccc(/C=N/NC(=O)c2ccc(CN3c4cccc5cccc(c45)S3(=O)=O)cc2)cc1 | -18%

Additional results.
compound | HTT cytoprotect | CBFb-RUNX1 inh | Lamin A splicing | Luc counter | HTT aggregate | SMN2 splice up | IMPase Li cell
CCCCC(=O)NC(Nc1sc2c(c1C(N)=O)CCCC2)(C(=O)OCC)C(F)(F)F (stereo not given) | . | 1% | 0% | 12% | 14% | 23% | 5%
CCC1CCCCN1C(=S)Nc1ccc(OC(F)F)cc1 (stereo not given) | -5%[1.9 µM] | -4% | ? | 6% | 2% | . | -4%
Cc1cccc(NCC(=O)N/N=C\c2ccc[nH]2)c1 | 24%[10 µM] | 13% | . | . | -14%[9.22 µM] | . | .
COc1ccc(C(=O)Oc2cc(C)[nH]c(=O)c2[N+](=O)[O-])cc1 | . | -7%[2.36 µM] | 3% | -1% | 3% | 3% | 9%
Cc1cc(C(C)(C)C)cc(S(=O)(=O)Nc2cccc(C(=O)O)c2)c1C | 25% | -1% | 10% | 21% | -3% | 14% | 31%[38.3 µM]
CCCCOC(=O)n1ccc(C(=O)Nc2ccccc2OC)n1 | 9% | 7% | 0% | 1% | -13% | -13% | 7%[38.3 µM]
CC(C)(C)C1CCc2onc(C(=O)Nc3cccc(O)c3)c2C1 (stereo not given) | -21% | 1% | ? | 16% | -12% | . | 28%[38.3 µM]
CCOC(=O)c1cnc(SCc2nc(N)nc(Nc3ccc(C)cc3)n2)nc1N | -12% | -9% | 11% | 2% | 6% | 7% | 32%[activator][38.3 µM]
O=[N+]([O-])c1ccc(NC(=S)N2CCOCC2)cc1 | 20%[10 µM] | -3% | ? | -1% | 6% | 23% | -2%
O=C(Nc1ccn(-c2ccccc2)n1)c1ccc(Cl)cc1 | -1%[10 µM] | 4% | ? | -4% | 1% | 7%[1.84 µM] | 10%
COc1ccc(CNC(=O)CSc2nc3cccnc3s2)cc1 | 13%[10 µM] | -1% | . | . | 5%[9.22 µM] | . | .
COc1ccc(N(CC(=O)Nc2ccc(C)cc2C)S(=O)(=O)c2ccccc2[N+](=O)[O-])c(OC)c1 | 4%[10 µM] | -16% | ? | 0% | -2%[9.22 µM] | . | 12%

compound | HTT cytoprotect | CBFb-RUNX1 inh | Lamin A splicing | Luc counter | HTT aggregate | SMN2 splice up | IMPase Li cell
CCOc1ccc(Nc2nc(N3CCCC3)nc(N3CCN(c4ccc(OC)cc4)CC3)n2)cc1 | ? | -3% | . | 3% | -4% | -9% | -3%
O=C(CCn1nc(-c2ccc(Cl)cc2)c2ccccc2c1=O)NN1CCOCC1 | 3%[10 µM] | 3% | . | . | 1%[9.22 µM] | . | .
CO[C@H]1C([C@@]2(C)O[C@@H]2CC=C(C)C)[C@]2(CC[C@H]1OC(=O)/C=C/C=C/C=C/C=C/C(=O)O)CO2 (stereo not given in full) | 27% | -2% | . | 0%[39.9 µM] | . | . | 13%
O=C(c1cccc(S(=O)(=O)N2CCCCC2)c1)N1CCc2ccccc21 | -4%[10 µM] | -3% | ? | 3% | -3% | -14% | 6%
CCOc1ccccc1CN1CCC(O)CC1 | 4% | 0% | 2% | -3% | 1% | 5% | 26%[38.3 µM]
CCOc1cc(C(=O)Nc2ccc3c4c(cccc24)C(=O)N3CC)cc(OCC)c1OCC | -10% | 3% | ? | -3% | -3% | 5% | 35%[activator][38.3 µM]
COc1ccc(NC(=O)N(Cc2ccc3c(c2)OCO3)C2CC(=O)N(c3ccc(OC)cc3)C2=O)cc1 (stereo not given) | 7% | 0% | 8% | -3% | 9% | -25% | 20%[38.3 µM]
COc1cccc(C(=O)Nc2ccccc2OC(F)(F)F)c1 | 8%[10 µM] | 1% | . | -1% | 9%[9.22 µM] | . | 15%
COc1cccc(-c2cc(-c3cccnc3)nc(N)c2C#N)c1 | -4%[10 µM] | 5% | . | . | -7%[9.22 µM] | . | .
COc1ccccc1OCc1nc(C#N)c(NCCCn2ccnc2)o1 | 7%[10 µM] | -11% | -5%[46 µM] | -1% | 15%[9.22 µM] | . | 4%
